RSV CPE inhibition: RSV antiviral activity via CPE protection, HEp-2 cells, primary 10 µM value included (AID 2391) | HEp-2 cells, RSV-induced CPE inhibition; higher % means a stronger effect | CPE inhibition, % at 10 µM, or IC50 in µM where a hit was titrated | hit rate 0.13% among 310,000; in the data active = a potency from the dose series; note: strong numbers were not always called active
Starred values were filed as active, the others as inactive. A portion of the library (hit frequency here may not be typical).

SMILES	RSV CPE inhibition
COc1ccc([C@H](OC)[C@@]2(Cc3ccc(O)cc3)N=C(N)N(C)C2=O)cc1	0.6%
CC(C)C(NC(=O)c1c(F)cccc1F)C(=O)N1CCN(S(=O)(=O)c2ccc(F)cc2)CC1 (centres undefined)	-0.5%
COCCN(C(=O)CSCc1ccc(C)cc1)c1c(N)n(CC(C)C)c(=O)[nH]c1=O	0.4%
O=C(O)c1cc(S(=O)(=O)N2CCOCC2)c[nH]1	-0.3%
O=C(NC(Cc1ccccc1)C(=O)N1CCN(S(=O)(=O)c2ccccc2F)CC1)c1ccccc1 (centres undefined)	0.5%
CCOc1ccc(NC(=O)COC(=O)c2ccc3c(c2)OCCO3)cc1	0.6%
COc1cc(NC(=O)CN2CCN(S(=O)(=O)/C=C/c3ccccc3)CC2)cc(OC)c1OC	-0.1%
CC(OC(=O)Cn1[nH]c(=O)c2ccccc2c1=O)C(=O)Nc1ccc(Cl)cn1 (centres undefined)	0.7%
CC(C)Cc1nccs1	0.7%
COCCN(C(=O)c1ccc(COc2ccccc2)o1)c1c(N)n(CC(C)C)c(=O)[nH]c1=O	-0.1%
O=C1C=C(c2cc(Cl)cc(Cl)c2)C[C@@H](c2ccc(F)cc2)C1	-0.3%
CCCN(CC(=O)Nc1ccccc1OC)C(=O)CSC(=S)N1CCCC1	0.6%
COc1cc(C(=O)Nc2cccc(C)n2)ccc1OCC(=O)N1CCOCC1	0.1%
Cc1cc(C)c(OCC(=O)NCCCn2nc(C)cc2C)c(C)c1	1.3%
CC(C)Cn1c(N)c(C(=O)COC(=O)C2CCCN2C(=O)c2cccs2)c(=O)n(C)c1=O (centres undefined)	0.8%
Cc1noc(C)c1C(=O)OC(C)C(=O)N1CCc2ccccc21 (centres undefined)	1.4%
CC(O)CO (centres undefined)	1.2%
CC(C(=O)Nc1ccc(F)cc1Cl)N1CCN(S(=O)(=O)c2cccs2)CC1 (centres undefined)	0.8%
COc1cc(CCCN[C@H](CN)Cc2ccccc2)cc(OC)c1OC	0.2%
COc1ccc(CC(=O)NNC(=O)COc2ccc(Cl)cc2C)cc1S(=O)(=O)N1CCOCC1	0.4%
O=C1N(c2ccccc2C(F)(F)F)O[C@@]1(c1ccccc1)C1CCCCC1	-1.1%
CC(C)(c1cc(Br)c(O)c(Br)c1)c1cc(Br)c(O)c(Br)c1	31%
COc1ccc(S(=O)(=O)N2CCOCC2)cc1NC(=O)CSc1ccc(F)cc1	0.8%
COc1ccc(NC(=O)/C=C/c2ccc(S(=O)(=O)N3CCOCC3)cc2)cc1	0.8%
Cc1ccc(C)c(C(=O)COC(=O)c2nn(C)c(=O)c3ccccc23)c1	0.5%
COc1cc(S(=O)(=O)N2CCOCC2)cc(C(=O)OCC(=O)NCc2ccco2)c1OC	1.3%
CC(Oc1cccc(Cl)c1)C(=O)N1CCN(c2ncccn2)CC1 (centres undefined)	2.4%
Cc1cc(NC(=O)CSc2nnc(NCc3ccco3)s2)no1	2.3%
COc1ccc([C@H]2CC(=O)C=C(c3ccc(OC)c(F)c3)C2)cc1	5.5%
CC1CCN(C(=O)c2[nH]cnc2C(=O)NCCCCCNC(=O)OC(C)(C)C)CC1	-0.7%
CCN(CC)S(=O)(=O)c1ccc2[nH]c(=O)cc(C(=O)Nc3ccccc3N3CCOCC3)c2c1	1.2%
CCc1nc2ccc(C(=O)N(C)CC(=O)Nc3cccc(F)c3)cc2nc1CC	0.5%
CC(OC(=O)/C=C/c1ccco1)C(=O)NC1CCCCC1C (centres undefined)	-0.1%
Cc1ccc(NC(=O)CSCC(=O)N(C)Cc2ccc(Cl)c(Cl)c2)cc1	4.5%
CCCN(CC(=O)Nc1ccccc1C)C(=O)c1nn(CC)c(=O)c2ccccc12	0.8%
Cc1ccsc1C(=O)N1CCN(c2ncccn2)CC1	3.4%
CN(CC(=O)Nc1ccccc1C(F)(F)F)C(=O)c1ccccc1Sc1ccccc1C#N	0.0%
CC#C[C@@H](CC)c1ccc2ccn(C)c2c1	-0.4%
COc1cc(C#Cc2ccc3cc(C(C)(C)O)oc(=O)c3c2)cc(OC)c1	0.9%
N#CN1CCC(NS(=O)(=O)c2ccc(C(F)(F)F)cc2)C1 (centres undefined)	-0.3%

Pulled by compound from above, four records:
SMILES	RSV CPE inhibition
O=C1N(c2ccccc2C(F)(F)F)O[C@@]1(c1ccccc1)C1CCCCC1	-1.1%
COc1cc(CCCN[C@H](CN)Cc2ccccc2)cc(OC)c1OC	0.2%
CC(C)Cn1c(N)c(C(=O)COC(=O)C2CCCN2C(=O)c2cccs2)c(=O)n(C)c1=O (centres undefined)	0.8%
O=C1C=C(c2cc(Cl)cc(Cl)c2)C[C@@H](c2ccc(F)cc2)C1	-0.3%

Carrying on:
SMILES	RSV CPE inhibition
Cc1sc2nc(CN3CCOCC3)nc(NS(=O)(=O)c3cc(Cl)ccc3Cl)c2c1C	0.9%
CC(=O)NCc1ccc(C(=O)CSc2nnc(C3CC3)n2C2CC2)cc1	0.3%
O=C(CN1C(=O)NC2(CCCc3ccccc32)C1=O)NCc1cccs1 (centres undefined)	2.6%
Cc1cccc(C)c1NC(=O)CN(C)C(=O)CCC(=O)c1ccccc1	0.5%
Cc1ccc(C(NC(=O)CN2C(=O)NC3(CCCC3)C2=O)c2ccccc2)cc1 (centres undefined)	0.6%
CNS(=O)(=O)c1cccc(C(=O)OCC(=O)N2c3ccccc3NC(=O)C2(C)C)c1	0.1%
COc1ccc(CCNC(=O)COC(=O)c2ccc(F)c(S(=O)(=O)N3CCOCC3)c2)cc1	1.0%
CC1CCN(C(=O)COC(=O)c2cccc(S(=O)(=O)N(C)c3ccccc3)c2)CC1	1.3%
c1ccc2c(c1)c1cccc3ccc4cccc2c4c31	2.0%
Cc1cccc(C(=O)N[C@@H](C)C(=O)N2CCN(c3ncccn3)CC2)c1	2.6%
Cc1ccc2c(c1)C1CN(C)CCC1N2S(=O)(=O)c1cccc(F)c1 (centres undefined)	-0.5%
COc1ccc(C2=NN(C(=O)COC(=O)c3ccc(NC(=O)CC#N)cc3)C(c3ccco3)C2)cc1 (centres undefined)	-0.1%
CC(/C=N/NC(=O)c1nnn(-c2nonc2N)c1CN1CCCCC1)c1ccccc1 (centres undefined)	0.8%
CC(C)(C)OC(=O)N1CCC(NC(=O)c2[nH]cnc2C(=O)Nc2ccc(Cl)cc2)CC1	3.0%
N#CCC(=O)Nc1ccc(C(=O)OCC(=O)NC2CCCCCC2)cc1	1.6%
N#Cc1ccccc1NC(=O)CN1C(=O)NC(Cc2c[nH]c3ccccc23)C1=O (centres undefined)	-0.1%
CCN(CC(=O)Nc1c(F)cccc1F)C(=O)C1COc2ccccc2O1 (centres undefined)	0.1%
CC1CCCCC12NC(=O)N(CC(=O)NCCc1ccc(S(N)(=O)=O)cc1)C2=O (centres undefined)	1.7%
Cc1ccc(NC(=O)CN2C(=O)C(=O)N(C3CCCC3)C2=O)cc1Cl	-0.5%
CCOC(=O)c1sc(NC(=O)CSCc2c(C)noc2C)nc1C	-0.5%
CC(NC(=O)CNC(=O)c1ccc2c(c1)OCO2)c1ccc(S(N)(=O)=O)cc1 (centres undefined)	-0.6%
CN(CC(=O)NCc1ccccc1Cl)CC(=O)Nc1ccccc1Br	3.1%
CCCn1c(N)c(N(CCOC)C(=O)c2ccc(-c3ccccc3)cc2)c(=O)[nH]c1=O	0.0%
O=C(COC(=O)c1ccc(Cl)nc1)NNC(=O)c1ccc(Br)cc1	0.6%
C[C@@H]1CCC(=O)N(CC[C@H](Sc2ccc(Br)cc2)c2ccccc2)CC1	0.9%
CCN(CC)S(=O)(=O)c1cc(NC(=O)C2CC(=O)N(Cc3ccccc3)C2)ccc1Cl (centres undefined)	2.0%
CSCCC(NS(=O)(=O)c1ccc2c(c1)OCCO2)C(=O)N(C)Cc1ccccc1F (centres undefined)	0.5%
COc1cc(OC)cc(C(=O)NC(C(=O)NNC(=O)c2cc(Cl)ccc2OC)C(C)C)c1 (centres undefined)	0.2%
O=C(NCCCN1CCOCC1)c1cccc(S(=O)(=O)N2CCOCC2)c1	1.2%
CN(CC(=O)Nc1ccccc1C(=O)NC1CC1)Cc1ccc(Cl)s1	-0.1%
COc1ccc(C(=O)OCC(=O)NC2CCCCCC2)cc1OC	0.4%
Cc1cccc(C)c1NC(=O)CN(C)C(=O)CN1C(=O)NC(C)(C)C1=O	1.7%
CCc1nnc(NC(=O)CSc2nc3[nH]c(=O)cc(O)c3s2)s1	-0.5%
CN(CC(=O)Nc1ccccc1Cl)C(=O)COC(=O)/C=C/c1cccs1	1.9%
Cc1ccccc1CCNC(=O)c1cc(C2CC2)nc2c1cnn2C(C)C	1.1%
COc1ccccc1N1C(=O)CC(c2ccccc2)CC1=O	-0.1%
CCN(C(=O)CSc1nc2ccccc2n1C)C1CCS(=O)(=O)C1 (centres undefined)	1.0%
O=C(Nc1ccc(Cl)c(S(=O)(=O)N2CCCCC2)c1)c1ccco1	0.2%
COc1ccc(NC(=O)COC(=O)c2ccc(S(=O)(=O)N3CCCC3)cc2)cc1OC	0.8%
CC(Sc1nnnn1-c1ccccc1)C(=O)NC1CCCC1 (centres undefined)	-0.5%

A second format for three compounds above:
canonical_smiles | RSV CPE inhibition
O=C(NCCCN1CCOCC1)c1cccc(S(=O)(=O)N2CCOCC2)c1 | 1.2%
COc1ccc(C(=O)OCC(=O)NC2CCCCCC2)cc1OC | 0.4%
O=C(Nc1ccc(Cl)c(S(=O)(=O)N2CCCCC2)c1)c1ccco1 | 0.2%

Additional structures:
SMILES	RSV CPE inhibition
O=C(c1cccc(S(=O)(=O)N2CCOCC2)c1)N1CCC(Cc2ccccc2)CC1	2.0%
O=S(=O)(c1ccc(SCc2ccccc2)nc1)N1CCCCC1	0.7%
Cc1ccc(-c2cc(C(=O)NNC(=O)c3csc(N4CCOCC4)n3)c3ccccc3n2)cc1	-0.5%
COc1ccc(OC)c(CN2CCN(C(=O)CNC(=O)c3cc(C)cc(C)c3)CC2)c1	-0.8%
Cc1nc(C)c(C(=O)OC(C)C(=O)Nc2ccc(F)cc2)s1 (centres undefined)	0.8%
COc1ccc(/C=C/C(=O)Nc2cccc(S(=O)(=O)NC3=NCCCCC3)c2)c(OC)c1	11%
CC1(c2ccc(OC(F)F)cc2)NC(=O)N(CC(=O)N2CCN(C(=O)c3ccco3)CC2)C1=O (centres undefined)	1.1%
NC(=O)c1ccsc1NC(=O)COC(=O)c1ccccc1F	3.4%
CCN(c1ccccc1)S(=O)(=O)c1ccc(Cl)c(NC(=O)c2ccc(=O)[nH]n2)c1	33µM*
N#C/C(=C/c1ccccc1)C(=O)OCC(=O)Nc1ccccc1[N+](=O)[O-]	0.1%
Cc1ccc(C(=O)OCC(=O)Nc2ccc(Cl)cn2)s1	1.3%
O=C(c1cc(-c2ccco2)nc2ccccc12)N1CCCC(C(F)(F)F)C1 (centres undefined)	0.2%
CC(=O)c1ccc(S(=O)(=O)Nc2ccccc2C(=O)NC2CC2)cc1	0.5%
COc1cccc(NC(=O)C(c2ccccc2)N2CCN(CC(=O)N3CCOCC3)CC2)c1 (centres undefined)	-0.4%
CC(=O)Nc1ccc(S(=O)(=O)NCC(=O)OCC(=O)N2CCCCCC2)cc1	1.5%
COc1ccc(CN2CC(=O)N3[C@H]4c5ccc(OC)cc5OC[C@@H]4[C@H](c4ccccc4)[C@]3(C)C2=O)cc1	12%
O=C1OC(CC(=O)N(Cc2nnc(-c3ccc(Cl)cc3)o2)C2CC2)c2ccccc21 (centres undefined)	1.8%
Cc1ccc(C)c(NC(=O)CN(C)C(=O)c2ccc(S(=O)(=O)N3CCCCCC3)cc2)c1	0.6%
CN(c1ccc(OC(=O)CC2OC(=O)c3ccccc32)cc1)S(=O)(=O)c1ccccc1 (centres undefined)	-0.3%
O=S(=O)(Nc1cc(Cl)ccc1-n1cncn1)c1ccccc1Cl	0.7%

Single values from the list:
Cc1ccc(C)c(NC(=O)CN(C)C(=O)c2ccc(S(=O)(=O)N3CCCCCC3)cc2)c1 in RSV CPE inhibition shows 0.6%
CCN(c1ccccc1)S(=O)(=O)c1ccc(Cl)c(NC(=O)c2ccc(=O)[nH]n2)c1 in RSV CPE inhibition shows 33µM*

The list goes on:
SMILES	RSV CPE inhibition
Cc1nc(SCC(=O)NC2CCCCC2C)c(C#N)c(C)c1C (centres undefined)	1.0%
Cc1cc(C)cc(-n2ccnc2SCC(=O)c2c(N)n(C3CC3)c(=O)[nH]c2=O)c1	1.4%
Cc1cccc(C)c1NC(=O)COC(=O)CN1C(=O)C2CCCCC2C1=O (centres undefined)	1.2%
O=C1C=C(c2ccc3c(c2)OCO3)C[C@@H](c2ccc3c(c2)OCO3)C1	1.5%
O=C(CN1CCN(S(=O)(=O)c2cccc(F)c2)CC1)NCC1(N2CCOCC2)CCCCC1	0.8%
COc1ccc(CNC(=O)Cn2ccc(N)nc2=O)cc1	0.8%
Cc1cc(C(=O)OCC(=O)NCCc2ccccc2)c2ccccc2n1	1.6%
COc1cccc(CNc2ccc(S(=O)(=O)N3CCN(C)CC3)cn2)c1	-0.3%
CCCOc1ccc(C(F)(F)F)cc1NC(=O)c1cc(C)on1	0.2%
COc1ccc([C@H]2CC(=O)C=C(c3ccc(C)c4ccccc34)C2)cc1	1.4%
c1ccc(CCc2cc3ccccc3[nH]2)cc1	3.6%
NC(=O)C1CCN(C(=O)C2CC(=O)N(Cc3ccccc3)C2)CC1 (centres undefined)	2.1%
COc1ccc(Cl)cc1NC(=O)CN(C)C(=O)c1cc(=O)c2ccccc2o1	0.8%
Cc1ccc(C(=O)OCC(=O)NC2CCCc3ccccc32)o1 (centres undefined)	1.3%
COc1ccc(NC(=O)CN(C)C(=O)c2ccc3c(c2)NC(=O)CS3)cc1	0.2%
O=C(NNC(=O)c1ccccc1-n1cccc1)c1ccc(Cl)nc1	1.6%

3 of the entries above in order of their number in RSV CPE inhibition, low to high:
SMILES	RSV CPE inhibition
COc1ccc(CNC(=O)Cn2ccc(N)nc2=O)cc1	0.8%
Cc1ccc(C(=O)OCC(=O)NC2CCCc3ccccc32)o1 (centres undefined)	1.3%
COc1ccc([C@H]2CC(=O)C=C(c3ccc(C)c4ccccc34)C2)cc1	1.4%

Bioassay records from PubChem.
